Compound activity as filed in PubChem BioAssay.
thrombin 1536 – human alpha-thrombin inhibitors, primary screen, counter-screen for coagulation protease inhibitor project, biochemical, 1536-well, fluorogenic AMC substrate. inhibition, % at 5 µM. Boc-VPR-AMC fluorogenic substrate cleavage. Prothrombin (Homo sapiens), P00734. actives 0.26% (n = 220,000);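 active means inhibition at or above 40%; inactive means inhibition below 40%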;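 further: 0% = enzyme with no compound and 100% = wells without enzyme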
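Assay system: human alpha-thrombin enzyme. Reagent: Boc-VPR-AMC substrate, 15 µM final. Compound dosing: one concentration per compound, 5 µM, with 0.2% DMSO. Incubation: room-temperature reaction. Technique: AMC fluorescence, 355/460 nm. Measure: % inhibition relative to enzyme controls and enzyme-free blanks.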
KLK5 inh – human KLK5 protease inhibitors, primary screen, biochemical, 1536-well; recombinant hK5, fluorogenic AMC substrate cleavage; inhibition, % at 5 µM; actives 0.59% (n = 210,000); AID 873, 2007;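 active means inhibition of 40% or more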;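 further: 0% = enzyme controls without compound and 100% = no-enzyme blanks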
Target sequence (Q9Y337 67-293 limits assumed): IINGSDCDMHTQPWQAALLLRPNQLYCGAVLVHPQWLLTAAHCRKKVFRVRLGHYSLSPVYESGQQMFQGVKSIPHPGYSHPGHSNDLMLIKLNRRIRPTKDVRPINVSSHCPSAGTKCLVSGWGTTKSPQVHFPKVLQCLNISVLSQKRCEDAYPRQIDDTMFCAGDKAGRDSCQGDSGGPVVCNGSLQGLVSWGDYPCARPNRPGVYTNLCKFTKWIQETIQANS
Wee1 stabilizer – Wee1 degradation inhibitors, primary screen, cell-based, HeLa, Wee1K328M-luciferase, luminescence. actives 1.2% (n = 220,000). HeLa Luc-Wee1K328M stability; 100% = proteasome inhibitor MG132 effect. Wee1-like protein kinase (Homo sapiens), P30291. reporter increase, % at 5 µM;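 active means activation above the mean of all tested compounds plus 3 SD, set per screening run, cut at about 8.8% in these data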;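 further: cells exposed to compound for 20 h before luminescence read; 0% = DMSO alone and 100% = MG132 at 30 µM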
p97 inhibitor – inhibitors of human p97 ATPase, primary screen, biochemical. recombinant p97 ATPase, Kinase-Glo ATP luminescence, 3 h. inhibition, % at 8 µM. actives 0.42% (n = 220,000). AID 1481, 2009; in the data active means inhibition above about 15%;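 further: 0% = DMSO vehicle and 100% = wells lacking enzyme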
Cl transport mod – KCC2 cotransporter modulators, thallium flux, primary screen, cell-based, HEK293 KCC2, FluoZin-2 fluorescence, MLSMR; B-score of Tl+ flux slope (higher = more flux/activation; lower = inhibition) at 10 µM; actives 2.2% (n = 190,000); KCC2 cells, thallium flux FluoZin-2 fluorescence; Solute carrier family 12 member 5 (Homo sapiens), Q9H2X9;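 active means thallium flux slope and its plate-corrected score both differing from the plate sample mean at a set confidence after two filtering rounds, in either direction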;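 further: slope of fluorescence scaled to starting intensity during 10 to 20 s after thallium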
FXIIa inh 1536 – human FXIIa protease inhibitors, primary screen, biochemical, 1536-well | purified FXIIa, Boc-QGR-AMC fluorogenic substrate, 2 h | Coagulation factor XII (Homo sapiens), P00748 | actives 0.3% (n = 220,000) | AID 800, 2007 | inhibition, % at 5 µM; in the data active means inhibition above about 40%;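 further: 0% = enzyme with no compound and 100% = blank without enzyme; many of its hits are not listed in these tables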
Target sequence (P00748 20-372 limits assumed): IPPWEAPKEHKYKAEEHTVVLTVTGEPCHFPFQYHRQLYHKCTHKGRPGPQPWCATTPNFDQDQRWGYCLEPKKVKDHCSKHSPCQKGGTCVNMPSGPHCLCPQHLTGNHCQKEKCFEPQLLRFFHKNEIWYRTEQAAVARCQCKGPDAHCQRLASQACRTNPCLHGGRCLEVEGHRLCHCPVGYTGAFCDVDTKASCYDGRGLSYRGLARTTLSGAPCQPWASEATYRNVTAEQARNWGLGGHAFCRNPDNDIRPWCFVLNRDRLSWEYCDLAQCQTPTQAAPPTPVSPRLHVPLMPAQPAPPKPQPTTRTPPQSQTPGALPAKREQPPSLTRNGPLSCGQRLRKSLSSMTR
Target sequence (P00748 373-615 limits assumed): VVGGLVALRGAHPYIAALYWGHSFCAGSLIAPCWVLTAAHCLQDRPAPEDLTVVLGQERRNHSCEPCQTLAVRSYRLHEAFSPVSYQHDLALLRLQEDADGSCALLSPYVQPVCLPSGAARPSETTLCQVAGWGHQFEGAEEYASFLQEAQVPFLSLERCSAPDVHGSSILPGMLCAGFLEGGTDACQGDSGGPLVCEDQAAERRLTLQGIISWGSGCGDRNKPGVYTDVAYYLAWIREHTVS
FXIa inh – human FXIa protease inhibitors, primary screen, biochemical, 1536-well; Coagulation factor XI (Homo sapiens), P03951; purified FXIa, Boc-Glu-Ala-Arg-AMC fluorogenic substrate; inhibition, % at 5 µM; actives 0.14% (n = 220,000); AID 798, 2007;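 active means inhibition of at least 40%; inactive means inhibition below 40%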;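 further: fluorescence of freed AMC excited at 355 nm; 0% = enzyme without compound and 100% = no enzyme blank; many of its hits are not listed in these tables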
Furin inhibitor – human furin inhibitors, primary screen, biochemical, fluorescence intensity | P09958 | purified furin, fluorogenic substrate cleavage | inhibition, % at 30 µM | actives 0.061% (n = 220,000); in the data active means inhibition above about 25%; further: inactives centre near -15
PERK inhibitor – block of dimerizer-induced PERK translation repression, primary screen, PERK inhibitor project, CHO PERK-DD cells, SEAP luminescence, HTS. Eukaryotic translation initiation factor 2-alpha kinase 3 (Homo sapiens), Q9NZJ5. CHO PERK-DD fusion, SEAP luminescence translation reporter. inhibition, % at 5.6 µM. actives 0.17% (n = 220,000). AID 1416, 2008;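 active means inhibition above the mean inhibition of all tested compounds plus 3 SD, set separately per screening campaign, cut at about 2.9% in these data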;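 further: PERK kinase domain activated by AP20187 dimerizer at 100 nM; 0% = DMSO with dimerizer and 100% = rapamycin at 8.4 µM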
Numbers without * were called inactive; i = inactive; . = no result given; [ ] = another dose, or the depositor's remark.

no. | SMILES | thrombin 1536 | KLK5 inh | Wee1 stabilizer | p97 inhibitor | Cl transport mod | FXIIa inh 1536 | FXIa inh | Furin inhibitor | PERK inhibitor
1 | COc1c(O)ccc(/C=C(\C#N)c2nc3ccccc3[nH]2)c1[N+](=O)[O-] | -5.7 | -10.1 | 2.5 | 5.5 | -1.89 | 0.6 | 3.0 | -11.0 | -0.4
2 | COc1ccc(-c2c[n+](CC(=O)N3c4ccccc4Sc4ccccc43)c3n2CCC3)cc1 | 1.9 | -4.5 | 1.0 | 10.2 | 0.683 | 7.5 | 0.7 | -13.7 | 0.1
3 | COc1cccc(NC(=O)CSc2nc3ccccc3c(=O)n2CCCC(=O)NCCCN2CCOCC2)c1 | -5.0 | -21.4 | -0.1 | -2.9 | -0.292 | 0.1 | 3.1 | -19.6 | -0.1
4 | COc1ccc2[nH]c(=O)c(CN(Cc3nnnn3CCc3ccccc3)CC3CCCO3)cc2c1 (stereo not drawn) | 0.8 | -13.8 | -2.8 | -13.2 | . | 16.4 | 5.2 | -3.7 | -0.7
5 | COc1cc(/C=N/OCC(=O)Nc2cc(C)cc(C)c2)ccc1OCc1ccc(Cl)cc1 | -4.9 | -3.4 | 8.0 | -4.2 | 0.0374 | 1.5 | 1.7 | 0.7 | -0.2
6 | CCCCNc1ccc2c3c(cccc13)C(=O)N(CCCC)C2=O | -6.2 | 32.2 | -2.6 | -2.4 | i | 4.6 | -14.7 | -6.0 | 0.0
7 | COCc1nnc(NC(=O)CC(c2ccccc2)c2ccccc2)s1 | -2.1 | -7.9 | -1.2 | 0.0 | -0.1 | 11.2 | 1.2 | -0.2[20 µM] | 0.2
8 | Cc1ccnc(SCCn2c(N3CCN(c4ccccc4)CC3)nc3c2c(=O)[nH]c(=O)n3C)n1 | -7.0 | -2.1 | -0.1 | 2.4 | . | 10.9 | 4.3 | -24.7 | 0.3
9 | Cc1ccc(NC(=S)N(CCN2CCCCC2)Cc2ccco2)cc1Cl | 0.5 | -4.4 | 1.4 | -1.1 | 0.593 | 5.8 | -0.7 | -19.0 | -0.2
10 | NC(=O)C1(N2CCCCC2)CCN(CC(=O)Nc2cc(Cl)ccc2Cl)CC1 | -2.7 | 1.9 | 0.3 | -3.5 | 0.875 | 7.0 | 0.6 | -21.4[20 µM] | -0.4
11 | Cc1c(NC(=O)c2cccc(-c3cc4ccccc4oc3=O)c2)cccc1-c1nc2ncccc2o1 | 4.3 | -4.8 | 2.4 | 3.4 | -0.922 | 2.7 | 9.7 | -17.8 | 0.1
12 | CC(CNS(=O)(=O)c1ccccc1)(c1ccccc1)N1CCOCC1 (stereo not drawn) | -15.0 | -4.4 | 0.0 | 3.2 | 0.138 | 10.0 | 0.3 | -17.6 | 0.5
13 | CCn1c(Cc2c(C)[nH]c3ccccc23)nnc1SCC(=O)NCc1ccccc1 | -1.2 | -11.4 | -1.2 | -4.0 | -1.47 | 11.9 | 3.4 | -20.4[20 µM] | -0.7
14 | C=CCNC(=O)CCCc1ccccc1 | -1.4 | -20.9 | -1.7 | 3.5 | -1.71 | 2.1 | -2.0 | -17.5 | 0.4
15 | O=C(NC(=S)NCCCN1CCOCC1)c1cccc2ccccc12 | -3.3 | 3.7 | -3.7 | 2.3 | 0.331 | 11.4 | -0.1 | -21.7 | 0.0
16 | C/C(=N\N=C(/N)c1nonc1N)c1ccc2c(c1)OCO2 | 14.5 | 12.3 | -2.0 | -5.7 | 0.914 | 23.5 | 7.0 | 4.0 | -0.1
17 | c1ccc2c(c1)CCN(CCCNc1nc3ccccc3n3cnnc13)C2 | -1.2 | -2.1 | 1.4 | -1.8 | 1.43 | 5.3 | -3.2 | -16.6 | 0.3
18 | CCCCNC(=O)Oc1cccc(N2CCCC2=O)c1 | 0.9 | -7.7 | -0.7 | 2.5 | 0.832 | 8.3 | 2.0 | -16.4[20 µM] | 0.8
19 | O=C(Nc1cc(=O)[nH]c2nc(-c3ccc(Cl)cc3)nn12)c1ccccc1 | 0.5 | -1.5 | 1.6 | -2.5 | -1.16 | 5.5 | 1.7 | -12.2 | 0.6
20 | CCCSc1nnc2c(n1)OC(c1cccn1C)N(C(C)=O)c1ccccc1-2 (stereo not drawn) | -2.7 | -8.7 | 8.1 | 2.3 | -1.15 | 8.8 | -3.6 | -23.7 | 0.4
21 | O=C(O)c1ccc(N2CCCCCC2)c(N2C(=O)c3ccccc3C2=O)c1 | -2.0 | -2.5 | -0.8 | 2.3 | -0.638 | 1.6 | -8.1 | -6.2 | 1.2
22 | O=c1nc2scc(-c3ccccc3)n2c2ccccc12 | 1.3 | -12.1 | 0.7 | 4.0 | 0.0158 | 12.6 | -6.6 | -12.4 | 0.3
23 | CCS(=O)(=O)N1CCC(C(=O)NCc2cccs2)CC1 | 2.1 | -7.9 | 1.9 | 4.5 | 1.03 | 11.4 | 0.6 | -9.2[20 µM] | 1.1
24 | COc1ccc(/C=C/C(=O)OCC(=O)Nc2cc3oc4ccccc4c3cc2OC)cc1 | -5.4 | 6.9 | -1.5 | 0.1 | 0.36 | 0.9 | -2.9 | -25.0 | -0.5
25 | O=C(Nc1ccc(N2CCCC2)cc1)c1ccccc1F | 0.5 | -7.2 | 6.2 | 7.3 | -0.988 | 11.3 | 5.7 | -24.7[20 µM] | -0.4
26 | O=C(NC1CCCC1)C(NS(=O)(=O)c1cccc2nsnc12)c1ccccc1 (stereo not drawn) | -5.2 | 16.0 | -1.4 | 0.2 | . | -6.9 | -14.5 | -26.4[20 µM] | 0.2
27 | Cc1ccccc1NC(=O)CSc1ccncc1 | -10.5 | -3.8 | 0.5 | -9.4 | -0.0281 | 1.2 | -6.2 | -4.0 | -0.2
28 | CCc1c(C(C)=O)oc2ccc3c(C)cc(=O)oc3c12 | -0.2 | 2.0 | 1.6 | -4.4 | 0.426 | 13.2 | -1.2 | -20.5 | -0.7
29 | COc1ccccc1NC(=O)Nc1ccccc1SC | -5.1 | -7.3 | -2.1 | -0.1 | -0.48 | -4.7 | -3.5 | -13.5 | 0.2
30 | COc1ccc(CCC(=O)NNC(=S)NCc2ccc(F)cc2)cc1 | -4.1 | 2.7 | -2.5 | 3.8 | -0.178 | 2.0 | -1.5 | -19.7 | 2.4
31 | COCCNC(=O)CSc1nc2ccccc2c2nc(C)nn12 | -0.4 | -15.3 | 3.1 | 4.8 | . | 9.2 | -3.8 | -27.1 | -1.2
32 | Cc1ccc(-n2[nH]c(C)c(C=NC34CN5CN(CN(C5)C3)C4)c2=O)cc1C | 5.5 | -1.2 | -1.9 | -21.4 | -0.404 | 19.3 | 6.2 | -15.8[20 µM] | 1.4
33 | CCCS(=O)(=O)N1CCC(C(=O)NCCCN(CC)c2cccc(C)c2)CC1 | -4.7 | -9.9 | -0.9 | -1.5 | 0.501 | 10.8 | -0.1 | -26.5 | 0.0
34 | CCC(C)N=CC1=C(O)C(C(=O)OC)C(C)(C)CC1=O (stereo not drawn) | -2.8 | -8.0 | 0.1 | -0.1 | -0.106 | 7.5 | 6.5 | -14.1[20 µM] | 0.9
35 | CC(C)(C)NC(=O)NC(=O)CN1CCC(Cc2ccccc2)CC1 | . | -3.6 | -4.3 | 1.2 | -0.455 | 0.6 | 0.1 | -18.0 | -0.1
36 | C=CCn1c(SCn2nnc3ccccc3c2=O)nnc1C1CCCCC1 | -3.3 | -22.5 | -3.7 | 1.7 | 0.0661 | 14.3 | 5.4 | -12.2 | 0.0
37 | COc1ccc(NC(=O)C(NC(C)=O)C(=O)NCc2ccccc2)cc1 (stereo not drawn) | 1.2 | -10.5 | -0.6 | -0.9 | 0.0242 | 16.6 | 0.6 | -15.7 | -0.7
38 | O=C(Nc1ccc(C(F)(F)F)cn1)Nc1cccs1 | -1.1 | 1.2 | 1.1 | -3.4 | 0.041 | 11.2 | -3.8 | -20.0 | 0.6
39 | CSc1cccc(NC(=O)CN(C)S(=O)(=O)c2ccc(F)cc2)c1 | 14.7 | -21.6 | 0.9 | -1.8 | -1.45 | 2.7 | -11.8 | -12.3[20 µM] | 0.3
40 | COC(=O)c1sccc1NC(=O)Cn1cnc2c1c(=O)n(C)c(=O)n2C | -2.0 | 1.7 | -0.7 | 0.9 | . | 11.3 | -1.2 | -4.2[20 µM] | -0.4
41 | Cc1oc(-c2cccc(Cl)c2)nc1CN1CCCC(C(=O)NCCCN2CCOCC2)C1 (stereo not drawn) | 2.6 | 1.0 | -1.2 | -2.8 | . | 17.6 | 0.7 | -10.5 | -1.0
42 | COc1ccc(C2CC(=O)N(c3ccccc3)C3=C2C(=O)CCC3)cc1 (stereo not drawn) | -2.5 | 0.9 | 1.8 | 5.0 | 0.0251 | 6.2 | 0.1 | -12.1 | 1.0
43 | CCN(C(=O)COC(=O)c1cc(=O)[nH]c2ccccc12)C1CCS(=O)(=O)C1 (stereo not drawn) | 1.4 | 2.2 | -2.7 | 8.5 | 0.00839 | 10.1 | 2.0 | -17.5 | 0.8
44 | COc1ccc(CC(=O)Nc2oc(-c3ccccc3)c(-c3ccccc3)c2C#N)cc1OC | -5.2 | -1.3 | -0.1 | 2.3 | . | 18.5 | 14.0 | -22.6 | -0.6
45 | Cc1nnc(N2CCc3ccccc3C2)[nH]c1=O | -2.4 | 4.9 | 7.0 | -1.6 | 0.0814 | -0.7 | 0.6 | -10.2[20 µM] | 1.4
46 | Nc1ccccc1N1CCOCC1 | -3.7 | 3.5 | -3.6 | -1.1 | . | 10.2 | -21.6 | -19.1[20 µM] | -0.7
47 | CCOc1ccccc1NS(=O)(=O)c1cccs1 | -0.7 | -2.6 | -2.6 | 8.5 | 0.475 | 9.7 | -6.9 | -21.9[20 µM] | 0.7
48 | COC(=O)c1sccc1NC(=O)c1cccnc1 | -4.9 | -13.8 | -1.1 | 3.0 | 0.615 | 7.6 | -0.5 | -11.4[20 µM] | -0.8
49 | Cc1ccc2cc(CCNC(=O)c3ccc(Br)o3)c(=O)[nH]c2c1 | 4.5 | -7.0 | 1.0 | 4.2 | -2.54 | 12.7 | 2.6 | -11.1 | -1.3
50 | CCN1CCN(C(=O)CCc2nc3ccccc3c(=O)[nH]2)CC1 | 6.1 | -1.1 | -2.6 | 2.8 | 0.316 | 18.4 | 2.6 | -16.1[20 µM] | 0.8

Ordered by length of the SMILES (smallest number first): some entries from above.
no. | SMILES | thrombin 1536 | KLK5 inh | Wee1 stabilizer | p97 inhibitor | Cl transport mod | FXIIa inh 1536 | FXIa inh | Furin inhibitor | PERK inhibitor
47 | CCOc1ccccc1NS(=O)(=O)c1cccs1 | -0.7 | -2.6 | -2.6 | 8.5 | 0.475 | 9.7 | -6.9 | -21.9[20 µM] | 0.7
45 | Cc1nnc(N2CCc3ccccc3C2)[nH]c1=O | -2.4 | 4.9 | 7.0 | -1.6 | 0.0814 | -0.7 | 0.6 | -10.2[20 µM] | 1.4
49 | Cc1ccc2cc(CCNC(=O)c3ccc(Br)o3)c(=O)[nH]c2c1 | 4.5 | -7.0 | 1.0 | 4.2 | -2.54 | 12.7 | 2.6 | -11.1 | -1.3
